GLP1R ag: activates the human GLP-1 receptor; P43220; HEK293 GLP-1R CRE-luciferase, luminescence, 4-6 h; cells express a hypersensitive GLP-1R form; Potency, µM (top dose mostly 45.6 µM), for inactives: top-dose activation, hits mostly activators; hit rate 0.007% among 380,000; AID 624172; note: potency is the fitted concentration of half-maximal effect; % of control where 0% means no effect
Target sequence (P43220 whole entry, looked up): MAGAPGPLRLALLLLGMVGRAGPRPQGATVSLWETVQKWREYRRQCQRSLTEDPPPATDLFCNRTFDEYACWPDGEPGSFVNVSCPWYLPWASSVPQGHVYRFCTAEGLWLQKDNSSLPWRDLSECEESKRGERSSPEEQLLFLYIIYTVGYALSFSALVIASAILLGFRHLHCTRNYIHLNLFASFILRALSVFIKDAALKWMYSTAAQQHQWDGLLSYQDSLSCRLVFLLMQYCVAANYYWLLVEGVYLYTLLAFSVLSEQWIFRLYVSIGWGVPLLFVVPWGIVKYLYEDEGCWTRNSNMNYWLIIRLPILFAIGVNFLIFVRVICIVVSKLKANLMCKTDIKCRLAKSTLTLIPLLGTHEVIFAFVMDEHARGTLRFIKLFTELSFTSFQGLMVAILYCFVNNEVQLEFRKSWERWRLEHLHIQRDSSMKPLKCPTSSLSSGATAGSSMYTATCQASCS
aSyn rescue: rescues yeast growth from alpha-synuclein toxicity. Yeast expressing alpha-synuclein, growth rescue, BacTiter-Glo, 24 h. Potency, µM (highest dose often 46.1 µM), inactives show at the top dose growth rescue (activation), usual class: activators. hit rate 0.14% among 370,000. AID 652106; note: potency is the fitted concentration of half-maximal effect; % of control where 0% means no effect; nearly all actives have a fitted effect of over 65% in size
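Galactose-induced alpha-syn yeast (OD600=0.02, raffinose-pregrown) + pinned cpd, 24 hr, 30 deg C; growth by BacTiter-Glo luminescence. Growth restoration scores as activation.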
GLP1R inv ag: GLP-1 receptor (human) inverse agonism; P43220; HEK293 GLP-1R CRE-luciferase, luminescence, 24 h; GLP-1R form is constitutively active; Potency, µM (doses to about 38.3 µM), for inactives: at the top dose activity change, negative = inhibition, actives largely listed as inhibitors; hit rate 1.6% among 410,000; AID 624417; note: potency is the fitted concentration of half-maximal effect; % is set by controls: 0 for no effect and ±100 for the full control effect; nearly all actives have a fitted effect of over 55% in size
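HEK293 cells stably co-expressing a cAMP-responsive luciferase reporter and constitutively active GLP-1R were seeded, incubated 12 h, then exposed to compounds for 24 h at 37 C. Luminescence was read 12 min after detection reagent; inverse agonists lower signal.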
Akt phos inh: Akt phosphorylation inhibition; Neuro2A IGF-stimulated pAkt S473 HTRF, 20 min; active compounds read low; activity change, % for hits at 50 µM; hit rate 0.32% among 360,000; in the data active = activity change below about -80%; inconclusive = mostly about -51% to -80%; note: % is set by controls: 0 for no effect and ±100 for the full control effect
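Single-point screen (50 µM final compound) in Neuro2A cells stimulated 20 min with 6 nM IGF at 37 deg C. After lysis, Ser473-phosphorylated Akt read by HTRF (ex 330 nm, em 615/665 nm) as the 665/615 ratio.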
Abeta yeast res: restores growth of yeast expressing A-beta42 peptide. hit rate 0.063% among 410,000. yeast expressing A-beta42, growth rescue, OD600, 48 h; response scale: 0% DMSO, 100% iron-clioquinol control. Potency, µM (top dose mostly 46.1 µM), for inactives: at the highest dose growth rescue, usual class: activators. AID 1347071; note: potency is the fitted concentration of half-maximal effect; nearly all actives have a fitted effect of over 55% in size
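Growth rescue measured by 600 nm absorbance after 48 h yeast culture at 30 C with compound. Values normalized between DMSO and an equimolar ferric chloride plus clioquinol control.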
DRD3 antagonist: blocks the human D3 dopamine receptor. P35462. D3R cells, DiscoveRx beta-arrestin luminescence, antagonist mode; active compounds read low. max response, negative = inhibition, %. hit rate 2.5% among 360,000. AID 652054; in the data active = max response below about -50%; inconclusive = no clear call, values can overlap the other calls; note: % is set by controls: 0 for no effect and ±100 for the full control effect; mostly tested at two doses, the higher about 12 µM
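Cells expressing the human receptor were seeded at 1500 cells/well, incubated overnight at 37 degrees C in 5% CO2, then exposed to library compounds with dopamine controls for 90 minutes at 37 degrees C before luminescent detection.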
PTHR1 ag: PTHR1 (human) receptor agonism; Potency, µM (doses to about 115 µM), inactives show at the top dose activation, hits mostly activators; Q03431; HEK293 GP2 PTHR1 cells, GloSensor cAMP luminescence, 1 h; hit rate 0.075% among 410,000; note: potency is the fitted concentration of half-maximal effect; nearly all actives have a fitted effect of over 55% in size; some results filed as inactive show a strong effect at the top dose; inactives centre near -15; many of its hits are not listed in these tables
Target sequence (Q03431 whole entry, looked up): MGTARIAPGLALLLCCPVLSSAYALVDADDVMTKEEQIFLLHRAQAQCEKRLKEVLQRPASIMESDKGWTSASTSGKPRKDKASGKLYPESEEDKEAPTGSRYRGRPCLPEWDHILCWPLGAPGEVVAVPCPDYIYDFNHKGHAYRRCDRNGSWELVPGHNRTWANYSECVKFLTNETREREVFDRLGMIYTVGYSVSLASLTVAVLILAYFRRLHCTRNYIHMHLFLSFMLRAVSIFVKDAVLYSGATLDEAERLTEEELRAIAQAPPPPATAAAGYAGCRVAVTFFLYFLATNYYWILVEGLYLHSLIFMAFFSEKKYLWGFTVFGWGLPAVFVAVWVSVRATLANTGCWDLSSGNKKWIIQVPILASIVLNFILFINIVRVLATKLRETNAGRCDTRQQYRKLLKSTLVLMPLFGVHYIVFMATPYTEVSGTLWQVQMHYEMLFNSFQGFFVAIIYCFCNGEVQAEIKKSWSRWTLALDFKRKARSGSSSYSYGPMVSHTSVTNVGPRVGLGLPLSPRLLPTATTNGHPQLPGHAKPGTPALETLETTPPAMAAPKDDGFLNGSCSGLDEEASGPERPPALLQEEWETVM
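HEK-293-derived GP2 cells expressing PTHR1 and a GloSensor cAMP reporter, 3,000/well, plated overnight, given luciferin plus IBMX (each 0.5 mM as added) for 1 h at 37 °C, then compound for 1 h at 37 °C. Luminescence was read after 15 min at room temperature.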
FUS yeast rescue: FUS proteinopathy suppression in yeast. S. cerevisiae FUS-expressing, growth rescue, OD600, 24 h. Potency, µM (highest dose often 76.6 µM), for inactives: top-dose growth rescue (activation), usual class: activators. hit rate 0.24% among 390,000;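 note: potency is the fitted concentration of half-maximal effect; plate controls were DMSO vehicle for no effect and reference control for full effect; nearly all actives have a fitted effect of over 55% in size; some results filed as inactive show a strong effect at the top dose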
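Yeast expressing FUS under galactose induction, OD 0.005 in 2% galactose medium; compounds in a dilution series, 24 h at 30C. Growth rescue by absorbance at 600 nm; CP55940 positive control, DMSO negative.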
TDP43 rescue: rescues yeast growth from TDP-43 toxicity. Potency, µM (series often up to 46.1 µM), for the others: top-dose growth rescue (activation), usual class: activators. TDP-43 expressing yeast growth rescue, BacTiter-Glo, 24 h. hit rate 1.8% among 410,000. AID 652104; note: potency is the fitted concentration of half-maximal effect; % of control where 0% means no effect; nearly all actives have a fitted effect of over 50% in size
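Yeast cells expressing TDP-43 under galactose induction are exposed to compounds for 24 hr at 30 deg C. BacTiter-Glo luminescence measures growth, so protective compounds score as activators.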
An asterisk follows results filed as active; i = inactive; ? = inconclusive; nt = not tested or not shown; [ ] = another dose, or the depositor's remark. Unless noted, calls come from the whole dose curve; as a rule, active = well fitted curve in the direction sought with a large enough effect; inconclusive = small, poorly fitted or top-dose-only effect, or another doubt; inactive = no such curve, though single readings can be large; an effect the other way counts as inactive or inconclusive.

SMILES	PTHR1 ag	Akt phos inh	Abeta yeast res	TDP43 rescue	aSyn rescue	GLP1R inv ag	GLP1R ag	DRD3 antagonist	FUS yeast rescue
Cc1ccc(-n2ncc3c(N4CCC(C(N)=O)CC4)ncnc32)cc1	i	nt	-17%	11%	nt	6%	nt	nt	-23%
CCN1C(=O)c2ccccc2Sc2ccc(NC(=O)Cc3ccc(OC)cc3)cc21	-19%	nt	8%	19%	nt	?	nt	nt	?
CC(Sc1nnc2ccccn12)C(=O)Nc1ccc(Cl)cn1 (stereo not given)	-1%[57.5 µM]	i	-4%	-15%	1%	0%	-12%	-2	15%
CN(C)CCN(Cc1cc2cc3c(cc2[nH]c1=O)OCCO3)C(=S)NCC1CCCO1 (stereo not given)	2%	i	-18%	-21%	-3%	-17%	2%	-12	32%
COc1ccc(C(=O)C2CCCN(Cc3cccn3-c3nccs3)C2)cc1F (stereo not given)	-39%[inhibitor]	i	-4%	-12%	1%	?	3%	18	12%
CC(C)(C)OC(=O)N1CCCN(C(=O)Nc2ccc(OC(F)(F)F)cc2)CC1	-9%	i	12%	1%	10%	?	16%	0	20%
O=C(Nc1nccs1)c1cc(-c2ccccn2)nc2c(Cl)cccc12	i	i	16%	7%	-1%	4%	5%	-5	22%
c1ccc2c(c1)ncc1nncn12	-15%	nt	-11%	10%	nt	12%	-1%	nt	-28%
CC(C)(C)OC(=O)C(Oc1ccccc1[N+](=O)[O-])C(=O)OC(C)(C)C	i	i	15%	20%	2%	21%	nt	15	18%
CCOC(=O)c1ccc(NC(=O)CC2C(=O)N(c3cccc(C)c3)C(=O)N2CCOC)cc1 (stereo not given)	i	nt	-11%	-1%	nt	13%	nt	nt	27%
C#CCOCCOCCOCCNc1nc(N2CCN(C(=O)C([C@@H](C)O)n3cc([C@@H](N)CCCCN)nn3)CC2)nc(N2CCN(C(=O)[C@H](CCCCN)n3cc([C@@H](N)[C@H](C)CC)nn3)CC2)n1 (stereo not given in full)	3%	i	-11%	-9%	-3%	-3%	-3%	15	0%
CCC(=O)Oc1ccc(/C=C(\C#N)c2nc3ccccc3[nH]2)cc1OC	-8%	nt	-16%	4%	nt	2%	nt	nt	18%
O=C(O)COc1ccc(/C=N/NC(=O)c2ccc(-c3csc(Nc4ccc(Cl)cc4)n3)cc2)cc1	-15%	i	4%	-7%	1%	14%	8%	3	10%
COc1ccc([N+](=O)[O-])cc1NC(=O)CCN1CCOCC1	-1%	i	-15%	-6%	0%	19%	9%	14	11%
COC(=O)c1ccccc1NC(=O)C1(c2cccs2)CCOCC1	i	nt	-19%	-16%	nt	3%	nt	nt	24%

3 compounds drawn at random from those above:
SMILES	PTHR1 ag	Akt phos inh	Abeta yeast res	TDP43 rescue	aSyn rescue	GLP1R inv ag	GLP1R ag	DRD3 antagonist	FUS yeast rescue
CC(C)(C)OC(=O)N1CCCN(C(=O)Nc2ccc(OC(F)(F)F)cc2)CC1	-9%	i	12%	1%	10%	?	16%	0	20%
COc1ccc(C(=O)C2CCCN(Cc3cccn3-c3nccs3)C2)cc1F (stereo not given)	-39%[inhibitor]	i	-4%	-12%	1%	?	3%	18	12%
CCOC(=O)c1ccc(NC(=O)CC2C(=O)N(c3cccc(C)c3)C(=O)N2CCOC)cc1 (stereo not given)	i	nt	-11%	-1%	nt	13%	nt	nt	27%

Other compounds
SMILES	PTHR1 ag	Akt phos inh	Abeta yeast res	TDP43 rescue	aSyn rescue	GLP1R inv ag	GLP1R ag	DRD3 antagonist	FUS yeast rescue
CC(=O)C1CCC2C3CCC4CC(=O)CCC4(C)C3C(O)CC12C (stereo not given)	i	i	-27%	-2%	5%	1%	0%	11	nt
COc1ccc(Cl)cc1NC(=O)COC(=O)/C=C/c1c(C)nn(C2CCS(=O)(=O)C2)c1Cl (stereo not given)	-82%[inhibitor][57.5 µM]	i	-16%	8%	6%	0%	20%	-5	?
CC(C)(C)N1NC2(CCCCC2)NC1=S	i	i	-8%	10%	0%	-1%	0%	-15	30%
O=C1NC(=O)C(=Cc2ccccc2)N1	i	i	-13%	-18%	1%	0%	5%	5	16%
COc1cccc(NC(=O)C2CCCN2C(=O)NC2CCCCC2)c1 (stereo not given)	i	i	-8%	3%	1%	1%	6%	2	-8%
CCOC(=O)CNC(=O)N1CCCC(C(=O)c2cc(C)c(OC)c(C)c2)C1 (stereo not given)	-23%	i	30%	5%	0%	4%	-3%	-1	12%
Cc1ccc(C(NC(=O)C2CCN(CCCOc3ccccc3)CC2)c2ccccn2)cc1 (stereo not given)	-13%	i	-2%	-2%	0%	?	-9%	-115*	-27%
C=CCC[C@H](Cc1ccc(F)cc1)C(=O)OC[C@@H](Cc1c[nH]c2ccccc12)NC(=O)[C@H](CC=C)CC(=O)NCCO	i	i	6%	17%	-9%	?	7%	5	?
CCOC(=O)c1c(C)n(-c2ccc(C)cc2)c2c(CC(C)=O)c(Br)c(OC)c(O)c12	-18%	i	4%[9.22 µM]	4%	-8%	-2%	3%	-23	-59%
O=C(CN1C(=O)CCSc2ccccc21)Nc1ccc2c(c1)OCO2	i	nt	-1%	-5%	7%	0%	-1%	-24	18%
O=C(Cc1ccccc1)Nc1ncccn1	i	i	10%	6%	-9%	1%	-1%	2	-15%
COc1ccc(NC(=S)Nc2ccc(OC(F)F)cc2)cn1	-23%	i	-8%	-5%	-1%	-21%	0%	-15	12%
CCOC(=O)CNC(=O)c1ccc(Cl)s1	i	i	17%	nt	0%	11%	-4%	11	-10%
Cc1c(NC(=O)C2(C)CCCCC2)c(=O)n(-c2ccccc2)n1C	i	i	5%	-23%	-5%	-7%	5%	-9	1%
Fc1ccc(-n2c(-c3ccc4ccccc4n3)n[nH]c2=S)cc1Cl	-12%	i	5%	-8%	-6%	20%	-3%	-21	-10%
C=CCNC(=O)C1CCN(c2cnccn2)CC1	?	i	-6%	6%	-6%	7%	1%	-4	-16%
CCOC(=O)c1sc(NC(=O)COC(=O)CNC(=O)c2ccco2)c(C(=O)OCC)c1C	-4%	i	12%	22%	11%	10%	4%	8	nt
COc1ccc(S(=O)(=O)N2CCC(C(=O)NC3CC3)CC2)cc1OC	-12%	i	-9%	18%	-4%	16%	-20%	5	nt
CC(=O)c1ccc(OCC(=O)N2CCN(S(=O)(=O)c3ccc(Br)s3)CC2)cc1	-14%	i	1%	-1%	5%	?	1%	14	-12%
O=C(OCc1cc([N+](=O)[O-])cc2c1OCOC2)c1cccnc1SC(F)F	i	i	6%	-7%	8%	-3%	0%	22	8%
O=C(Cc1cccs1)N1CCN(c2ccc([N+](=O)[O-])cc2)CC1	-10%	i	-6%	21%	-2%	-20%	8%	-19	14%
Cc1ccccc1NC(=O)c1cccc(C(=O)Nc2ccccc2C)c1	i	i	-6%	15%	1%	1%	9%	-11	-2%
COc1cc(NC(=O)COC(=O)c2ccc3ccccc3n2)cc(OC)c1	i	i	3%	2%	6%	12%	-9%	5	-15%
CC(=O)c1cccc(S(=O)(=O)N2CCC(n3nnc4cc(F)ccc43)CC2)c1	-12%	i	4%	-1%	-5%	4%	0%	-14	2%
CCn1c(CCNC(=O)c2ccc(OC)cc2)nnc1SCc1ccc(Cl)cc1Cl	-14%	i	17%	?	?	?	3%	6	?
CC(O)(c1cccc(F)c1)c1nc(-c2ccc3ccccc3c2)cs1 (stereo not given)	-51%	i	-88%[inhibitor]	2%	-43%[inhibitor]	-7%	9%	-28	18%
COC(=O)c1cc(C(=O)OCC(=O)NC2CCCC2)cc([N+](=O)[O-])c1	i	i	-1%	7%	0%	2%	1%	21	-33%
O=C(NCCc1ccccc1)C1Cc2c(-c3ccc4c(c3)OCO4)ccnc2O1 (stereo not given)	-19%	i	-12%	?	7%	?	-1%	16	21%
Clc1ccc(OCCN2CCOCC2)cc1	-16%	i	-4%	6%	-8%	-6%	-3%	-16	-21%
Cc1nn(-c2ccccc2)c(C)c1/C=N/NC(=O)c1cc(-c2cccs2)[nH]n1	i	i	-3%	24%	-9%	-10%	?	-18	1%
O=C(COC(=O)c1ccco1)Nc1cc(S(=O)(=O)N2CCOCC2)ccc1Cl	-16%	i	9%	-7%	0%	-10%	9%	-15	5%
COc1cccc(S(=O)(=O)Nc2cccnc2)c1	i	i	9%	-17%	1%	-1%	-5%	?	1%
O=C(Cn1nnc(-c2ccccc2)n1)OCc1ccccc1	-5%[57.5 µM]	i	0%	27%	4%	2%	-4%	-23	14%
CCOc1ccc(C(=O)NN2C(=O)C3C4C=CC(O4)C3C2=O)cc1 (stereo not given)	-5%[57.5 µM]	i	10%	8%	10%	2%	-15%	16	-27%
COc1cc(C(O)c2nc(-c3ccc(F)c(Cl)c3)cs2)ccc1F (stereo not given)	i	i	22%	-25%	-46%[inhibitor]	?	25%	7	27%
Cn1cc([N+](=O)[O-])c(C(=O)Nc2ccc(-c3nc4ccccc4[nH]3)cc2)n1	-7%	i	11%	13%	-3%	6%	8%	?	20%
O=C(C[C@H]1C(=O)N(CCc2ccccc2)C[C@@H]1c1ccccc1)Nc1ccccc1	i	i	3%	?	-13%	-11%	-5%	9	27%

Only part of the results is shown; the hit share may differ from the screen's.
